697 NFkB inh: inhibitors of PMA/ionomycin-induced NF-kB reporter, 697 cells, primary screen, B-cell NF-kB inhibitor project, cell-based, luminescence, uHTS; 697 B-cell NF-kB luciferase reporter, 16 h; inhibition, % at 4 µM; hit rate 0.33% among 330,000; AID 435022, 2010; in the data active = inhibition above about 35%
Jurkat NFkB inh: inhibitors of induced NF-kB luciferase reporter, primary screen, TCR NF-kB activation inhibitor project, cell-based, luminescence, uHTS; Jurkat, PMA/ionomycin-induced NF-kB luciferase reporter; inhibition, % at 4 µM; hit rate 0.53% among 330,000; in the data active = inhibition above about 50%
APJ antagonist: antagonists of human apelin receptor APJ, primary screen, CHO-K1 cells, beta-arrestin complementation, luminescence; P35414; inhibition, % at 20 µM; hit rate 0.32% among 330,000; AID 2521, 2010;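 active = inhibition above about 40% at 20 µM, limit read from the data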;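 note: cells challenged with 10 nM apelin-13 agonist together with compound; plate controls were apelin-13 plus DMSO wells for no effect and DMSO wells lacking apelin-13 for full effect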
Gli-Sufu antag: Gli-Sufu pathway antagonists, primary screen, luciferase luminescence, Sufu-KO-LIGHT cells, uHTS | AID 588413, 2011 | Sufu-KO-LIGHT fibroblasts, Gli luciferase reporter luminescence | inhibition, % at 5 µM | hit rate 0.74% among 340,000;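 active = inhibition above about 55%, limit read from the data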;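 note: 0% = DMSO-treated cells and 100% = wells with medium but no cells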
CXCR6 inh: CXCR6 receptor inhibitors, primary screen, cell-based, beta-arrestin, luminescence, CHO-K1 PathHunter, 1536-well. C-X-C chemokine receptor type 6 (Homo sapiens), O00574. inhibition, % at 20 µM. hit rate 0.36% among 360,000. AID 602244, 2012; in the data active = inhibition above about 34%, passing the limit was not always enough;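 note: antagonist mode with CXCL16 agonist at 10 nM final; 0% = 10 nM CXCL16 with DMSO and 100% = unstimulated wells without agonist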
CCR6 antag: CCR6 receptor antagonists, primary screen, cell-based, CHO-K1, luminescence, beta-arrestin, uHTS | C-C chemokine receptor type 6 (Homo sapiens), P51684 | CHO-K1 CCR6 PathHunter beta-arrestin, CCL20-stimulated | hit rate 0.49% among 340,000 | AID 493098, 2011 | inhibition, % at 20 µM;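 active = compounds whose inhibition of the agonist-driven luminescence signal at 20 µM reaches about 50%, limit read from the data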;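 note: cells stimulated with CCL20 at 14 nM final; plate controls were DMSO with CCL20 for no effect and DMSO without agonist for full effect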
Target sequence (P51684 whole entry, looked up): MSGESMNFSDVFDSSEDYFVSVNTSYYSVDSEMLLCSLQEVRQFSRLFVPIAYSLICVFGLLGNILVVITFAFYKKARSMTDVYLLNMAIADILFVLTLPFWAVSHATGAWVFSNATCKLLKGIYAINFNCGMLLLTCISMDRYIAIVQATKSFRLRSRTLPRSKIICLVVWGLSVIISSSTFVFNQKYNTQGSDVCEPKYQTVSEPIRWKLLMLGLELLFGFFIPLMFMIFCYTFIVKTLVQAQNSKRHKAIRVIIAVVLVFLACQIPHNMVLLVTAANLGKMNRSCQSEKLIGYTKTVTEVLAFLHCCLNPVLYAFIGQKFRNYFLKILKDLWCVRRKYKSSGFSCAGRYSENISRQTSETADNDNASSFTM
UBC13 polyUb: UBC13 polyubiquitin chain formation inhibitors, primary screen, biochemical, TR-FRET, uHTS. Ubiquitin-conjugating enzyme E2 N (Homo sapiens), P61088. inhibition, % at 20 µM. hit rate 0.47% among 330,000; in the data active = inhibition above about 45%, passing the limit was not always enough; inconclusive = no clear call, values can overlap the other calls
Target sequence (P61088 whole entry, looked up): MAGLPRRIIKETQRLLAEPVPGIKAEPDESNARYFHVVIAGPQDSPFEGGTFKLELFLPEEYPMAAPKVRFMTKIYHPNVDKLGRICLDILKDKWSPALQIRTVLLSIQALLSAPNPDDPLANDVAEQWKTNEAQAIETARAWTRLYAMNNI
EBI2 block: EBI2 receptor antagonists, beta-arrestin recruitment, primary screen, cell-based, luminescence, 7a,25-OHC stimulation, uHTS; G-protein coupled receptor 183 (Homo sapiens), P32249; 7a,25-OHC stimulated; inhibition, % at 5 µM; hit rate 0.81% among 360,000; in the data active = inhibition above about 38%;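 note: enzyme fragment complementation signal reports receptor beta-arrestin coupling in cells; 0% = agonist plus DMSO wells and 100% = wells without agonist; some results beyond the cut were filed as inactive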
Target sequence (P32249 whole entry, looked up, the tested form may be a part): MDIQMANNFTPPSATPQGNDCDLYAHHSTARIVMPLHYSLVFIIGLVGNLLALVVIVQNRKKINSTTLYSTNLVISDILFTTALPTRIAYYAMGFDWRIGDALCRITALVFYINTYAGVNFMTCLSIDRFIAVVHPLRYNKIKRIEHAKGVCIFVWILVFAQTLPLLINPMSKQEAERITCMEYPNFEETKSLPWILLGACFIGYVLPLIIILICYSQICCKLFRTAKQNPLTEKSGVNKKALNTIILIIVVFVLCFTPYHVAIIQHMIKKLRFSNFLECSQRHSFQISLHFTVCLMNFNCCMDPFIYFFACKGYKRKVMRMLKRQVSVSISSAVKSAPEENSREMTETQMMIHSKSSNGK
* hit, by the source's call; ? = inconclusive; . = no result given.

SMILES | 697 NFkB inh | Jurkat NFkB inh | APJ antagonist | Gli-Sufu antag | CXCR6 inh | CCR6 antag | UBC13 polyUb | EBI2 block
COC(=O)c1ccccc1NC(=S)NC(=O)c1cccc2ccccc12 | -13 | -3 | 18 | -3 | 7 | 22 | 8 | 0
COc1ccc(CCN(C)CC(O)COc2ccc(C(C)=O)cc2OC)cc1OC (stereo unspecified) | 17 | 9 | 0 | 14 | -7 | -4 | 7 | -3
CC(C)(C)c1ccc(C(=O)c2c[nH]c(C(=O)NCCCN3CCOCC3)c2)cc1 | 1 | 4 | 13 | 4 | -8 | 14 | 4 | -1
O=C(COc1ccc(F)cc1)N1CCC(c2ccccc2)C1 (stereo unspecified) | -38 | -37 | 7 | -54 | 2 | -14 | 0 | 57*
CCOc1ccc(Nc2ccc(N3C(=O)CCC3=O)cc2[N+](=O)[O-])cc1 | 3 | 2 | 5 | 7 | 11 | 15 | -54 | 12
Cc1cc(C(=O)N2CCC(C(N)=O)CC2)c(C)o1 | 12 | 14 | 19 | -13 | -3 | 4 | -6 | -16
CC(C)NS(=O)(=O)c1ccc(CCC(=O)N2CCCC2)cc1 | 4 | -2 | 11 | 3 | -6 | 8 | 1 | -8
Cc1nnc(NC(=O)CSc2ccc(-c3ccc(Cl)cc3)nn2)s1 | 1 | 20 | 0 | 25 | 3 | 4 | 3 | 2
Cn1ccnc1C(OC(=O)c1ccc(Cl)cc1)C(F)(F)F (stereo unspecified) | 3 | 7 | 18 | 7 | 4 | 19 | 1 | 4
COc1ccc(C(CNC(=O)c2ccc(N3CCCC3=O)cc2)N2CCCC2)cc1 (stereo unspecified) | 1 | 1 | 14 | 14 | -4 | 22 | 1 | 1
C=CCOc1c(Br)cc(C2C3=C(CCCC3=O)N(C)C3=C2C(=O)CCC3)cc1OCC | -42 | 7 | -29 | 7 | -6 | -1 | -3 | -5
COc1cc(-c2noc(C)c2C(=O)NCCc2cccs2)cc(OC)c1OC | -5 | -11 | 18 | 6 | 4 | 9 | 3 | -2
Cc1ccc2nc(CSc3nnc(-c4ccco4)o3)cc(=O)n2c1 | 10 | 1 | -5 | -5 | -3 | 9 | 1 | -23
CCCN(CCC)S(=O)(=O)c1ccc(C(=O)NCc2ccc3c(c2)OCO3)cc1 | 10 | 9 | 6 | -2 | 3 | 11 | 7 | 38
CCOC1(OCC)C(c2ccc(N)cc2)C(C#N)(C#N)C1(OCC)OCC (stereo unspecified) | 4 | 11 | 16 | 3 | 9 | 15 | 0 | 18
COc1cccc(NC(=O)CN(C)C(=O)c2ccccc2OCC(=O)Nc2cccc(C(F)(F)F)c2)c1 | 11 | 17 | 20 | 22 | -10 | 9 | 4 | 13
O=C(/C=C/c1ccc(F)cc1)c1cc(Br)ccc1O | -20 | -3 | 3 | -12 | 0 | 15 | 9 | 9
C[n+]1c(-c2ccccc2)sc([S-])c1-c1ccccc1 | -18 | -3 | 9 | 22 | 5 | 8 | 1 | -2
Clc1ccc(OCCn2cnc3ccccc32)c(Cl)c1 | -56 | -31 | -27 | -49 | -11 | 8 | 2 | 0
CC(=O)NC(c1ccc([N+](=O)[O-])cc1)c1c(O)ccc2ccccc12 (stereo unspecified) | 8 | 6 | 11 | -5 | 4 | -12 | 6 | 1
COc1cc2[nH]c(=O)c(C(=O)NCc3ccccc3Cl)c(O)c2cc1OC | 6 | 0 | 11 | 0 | -18 | -7 | 9 | -16
O=C(c1cc(-c2ccccc2)nc2ccccc12)N1CCCc2ccccc21 | -37 | -10 | 4 | 7 | 13 | 10 | -8 | 20
O=C(N1CCCCCC1)n1c(Cc2ccccc2)nc2ccccc21 | 3 | -7 | -12 | -3 | -8 | 13 | 8 | 9
O=C1CCCN1CN1CCCCC1 | -15 | -3 | -3 | 99* | -4 | -8 | -6 | 1
Clc1ccccc1-c1nnc2sc(-c3ccncc3)nn12 | -3 | -3 | 1 | -6 | 0 | -4 | 6 | -4
C=CCN(c1ccccc1Cl)S(=O)(=O)c1cccc(C(=O)NCCc2ccc(OC)cc2)c1 | -6 | 3 | -7 | 18 | 4 | 31 | -1 | 36
Cc1ccc(NC(=O)Nc2ccc3c(c2)OCO3)c(Br)c1 | -65 | -75 | 41* | -20 | -1 | 10 | -8 | -3
COC(=O)Nc1sc2c(c1C(=O)NCc1ccco1)CCC2 | 15 | 6 | -8 | 4 | 8 | 8 | 12 | 3
CCCN(C(=O)C(NC(=O)c1ccccc1)C(C)C)c1c(N)n(Cc2ccccc2)c(=O)[nH]c1=O (stereo unspecified) | 21 | 1 | -1 | 3 | 2 | -5 | -2 | -13
O=C(CSc1ccc(-c2ccccn2)nn1)N1CCCCC1 | -11 | -42 | 2 | -10 | -4 | 3 | -13 | -2
CC(=O)Nc1ccc(S(=O)(=O)N(CCc2ccccc2)CC(=O)N/N=C/c2ccc(C(=O)O)cc2)cc1 | 2 | 17 | 13 | -13 | 2 | -13 | -9 | -1
Clc1ccc(Nc2nc3ccccc3n3nnnc23)cc1 | 19 | -10 | -24 | -12 | -1 | -4 | 10 | 24
Cc1ccc(-c2nnn(CC(=O)Nc3ccccc3-c3ccccc3)n2)c(-n2cnnn2)c1 | . | . | . | -8 | -3 | -33 | . | 7
O=C(COC(=O)CSc1ccc([N+](=O)[O-])cc1)NCCc1ccccc1 | 13 | -5 | -11 | -9 | 10 | -4 | -8 | 6
CCOC(=O)c1[nH]c(C)c(C(=O)OCCOc2cccc(C)c2)c1C | -24 | -8 | -2 | 3 | 2 | 8 | 6 | 10
C/C(=N\Nc1ccc2nncn2n1)c1ccco1 | 7 | 3 | 5 | -4 | -10 | 3 | -1 | -14
NC(=O)c1cc(C(=O)c2ccc(Cl)cc2)c[nH]1 | -8 | 3 | -5 | -12 | -6 | 3 | -9 | -5
C=CCn1c(=O)c2ccccc2n2c(SCc3c(C(=O)OCC)oc4ccccc34)nnc12 | -3 | -1 | 7 | 10 | 5 | 9 | 2 | 16
COc1ccc(N2CCN(C(=O)c3ccc4c(c3)[nH]c(=S)n3c5ccccc5nc43)CC2)cc1 | 15 | 1 | 16 | . | . | . | ? | .
Cc1cc(C)nc(NS(=O)(=O)c2ccc(NC(=O)c3cc(-c4ccccc4)nc4ccccc34)cc2)n1 | 33 | 1 | -8 | 16 | -2 | 18 | 10 | 13

Entries listed above shown as hits in EBI2 block.
Compound,697 NFkB inh,Jurkat NFkB inh,APJ antagonist,CXCR6 inh,CCR6 antag,UBC13 polyUb,EBI2 block
O=C(COc1ccc(F)cc1)N1CCC(c2ccccc2)C1 (stereo unspecified),-38,-37,7,2,-14,0,57*

(next part)
SMILES | 697 NFkB inh | Jurkat NFkB inh | APJ antagonist | Gli-Sufu antag | CXCR6 inh | CCR6 antag | UBC13 polyUb | EBI2 block
CC1CN(C(=O)c2ccc(COCC(F)(F)F)o2)CC(C)O1 (stereo unspecified) | -4 | -8 | 9 | -1 | 1 | 2 | -2 | 5
O=S(=O)(CC(O)(c1ccccc1)c1ccccc1)CC(O)(c1ccccc1)c1ccccc1 | . | . | . | 4 | 1 | 25 | . | 18
COc1ccc(CNn2c(-c3cccs3)nc3ccccc3c2=O)cc1OC | -3 | -8 | -20 | 11 | -13 | -3 | -5 | 6
Cc1ccc(-n2c(Cn3cnc4ccccc43)nnc2SCC(=O)O)cc1 | 4 | -5 | 1 | 1 | -10 | 0 | 6 | -14
CCn1c(SC(C)C(=O)NC2CCCc3ccccc32)nnc1-c1cccs1 (stereo unspecified) | 34 | 0 | 8 | 5 | 3 | 11 | 6 | -2
COc1cc(Cl)c(C)cc1NC(=O)COC(=O)C1=NN(c2ccccc2)C(=O)CC1 | 4 | -2 | 8 | 2 | 0 | 5 | 6 | 0
O=C(NCCN1CCOCC1)c1ccc(CS(=O)c2ccccc2Cl)o1 (stereo unspecified) | -4 | 13 | 19 | -6 | -3 | -9 | -1 | -11
COc1ccc(Cl)cc1NC(=O)CN(C)C(=O)CCC(=O)c1cc(C)sc1C | -22 | 12 | 16 | -4 | 5 | 16 | 2 | 3
O=S1(=O)CCO[C@H]2Cc3ccccc3[C@H]2N1Cc1cccc(C(F)(F)F)c1 | 12 | -2 | -1 | -11 | -1 | 10 | 1 | -3
O=S(=O)(Nc1cccc(-c2nc3cccnc3s2)c1)c1ccc2c(c1)OCCO2 | 2 | 7 | 3 | 1 | -7 | -3 | 17 | -8
COc1ccc(NC(=O)c2cccc(N3C(=O)C4C5C=CC(C5)C4C3=O)c2)c(OC)c1 (stereo unspecified) | -1 | -11 | 3 | 40 | -3 | 8 | -16 | 0
COc1cccc(CCC(=O)N2CCC(n3nccc3NC(=O)C3CCOC3)CC2)c1 (stereo unspecified) | 6 | -7 | -6 | -1 | -12 | 12 | -2 | -6
COc1ccc(C(=O)CSc2n[nH]c(=O)n2Cc2ccco2)cc1 | 9 | -9 | 4 | 0 | 11 | 2 | -1 | 11
N#C/C(=C/c1ccc(Sc2nc3ccccc3[nH]2)o1)c1ccccc1F | -8 | 0 | 12 | 0 | 3 | 14 | -5 | 15
O=[N+]([O-])c1ccc(Nc2nc(Cl)nc(NCCO)n2)cc1 | 2 | 4 | -4 | 32 | 4 | 8 | -3 | 3
CCCN1C(=O)c2cc(C(=O)NCc3ccc(OC)cc3)ccc2C1O (stereo unspecified) | 21 | 8 | -10 | . | -4 | -2 | 4 | -1
CCN1C(=O)/C(=C\c2nc3ccccc3c(=O)n2CC)c2ccccc21 | -13 | -24 | 0 | -7 | -6 | 11 | 6 | 28
CCOC(=S)SCC(=O)Nc1nccs1 | 12 | -2 | 10 | -6 | 19 | 18 | 26 | -22
Cc1cc(C)cc(NC(=O)C2CCCN(S(=O)(=O)c3c(C)noc3C)C2)c1 (stereo unspecified) | -6 | 2 | -16 | -1 | 1 | 10 | -4 | 8
CC(C)c1nc2cc(Cl)ccc2n(Cc2ccccc2)c1=O | -11 | 0 | 12 | 19 | -13 | 19 | 9 | -5

Single records (already shown). Order of screens: 697 NFkB inh	Jurkat NFkB inh	APJ antagonist	Gli-Sufu antag	CXCR6 inh	CCR6 antag	UBC13 polyUb	EBI2 block
Shown for `O=S1(=O)CCO[C@H]2Cc3ccccc3[C@H]2N1Cc1cccc(C(F)(F)F)c1` : 12	-2	-1	-11	-1	10	1	-3
Shown for `O=C(NCCN1CCOCC1)c1ccc(CS(=O)c2ccccc2Cl)o1` (stereo unspecified) : -4	13	19	-6	-3	-9	-1	-11
Shown for `N#C/C(=C/c1ccc(Sc2nc3ccccc3[nH]2)o1)c1ccccc1F` : -8	0	12	0	3	14	-5	15

(list continues)
SMILES | 697 NFkB inh | Jurkat NFkB inh | APJ antagonist | Gli-Sufu antag | CXCR6 inh | CCR6 antag | UBC13 polyUb | EBI2 block
CSCC(=O)N1CCc2ccc(NC(=O)c3ccccc3Cl)cc2C1 | -52 | -14 | -2 | -25 | 0 | 7 | 2 | 2
Nc1cccc(CCc2nc3cc4ccccc4cc3[nH]2)c1 | -114 | -41 | -7 | -72 | -28 | -18 | 0 | 11
CC(=O)NC(Cc1ccc(C)cc1)C(=O)NC1CCN(c2ncccc2[N+](=O)[O-])CC1 (stereo unspecified) | 11 | -6 | -3 | 3 | -5 | 1 | -4 | -5
CCOc1cc(C=C2C(=O)c3ccccc3C2=O)ccc1OCC(=O)Nc1ccc(C)cc1 | 11 | -1 | -5 | 2 | -3 | 7 | -19 | -10
COC(=O)Cc1c(C)c2ccc(OCc3nn[nH]n3)cc2oc1=O | 9 | -3 | 1 | 1 | 3 | 9 | 13 | -10
COc1ccccc1CCNC(=O)C(=O)NCC1OCCN1S(=O)(=O)c1ccc(Br)cc1 (stereo unspecified) | -2 | -9 | 1 | -1 | -5 | -11 | 2 | -1
Cc1ccc(CSCCNC(=O)CN(c2ccccc2)S(C)(=O)=O)cc1 | -6 | -2 | 16 | -3 | 5 | 13 | -4 | 30
COc1ccc(Nc2ncnc3c2c(C)c(C)n3CCO)cc1 | -113 | -98 | 4 | -86 | -9 | 4 | 9 | -2

Source: PubChem BioAssay (Sanford-Burnham Center for Chemical Genomics)
